HCMV antiviral: inhibitors of human cytomegalovirus; HFF cells, HCMV-luciferase reporter, 72 h; active compounds read low; activity change, negative = inhibition, % at 57.5 µM; 410,000 tested, 4.5% active; AID 1259415; in the data active means activity change below about -60%; inconclusive means no clear call, values can overlap the other calls; inactive means above about -39%
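Compounds were evaluated in HFFs infected with an HCMV luciferase reporter virus (MOI 1 PFU/cell). Luciferase in lysates collected 72 h post infection served as the replication measure.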
* marks the source's active call; other numbers are inactive results; ? = inconclusive. On the % scale 0 is the no-effect control and ±100 the full control effect.

SMILES	HCMV antiviral
O=C(Nc1ccccc1)N[C@H]1CC[C@@]23CCCN2C(=O)CCC[C@H]3C1Cc1ccccc1 (some centres undefined)	-17
Cn1cnc(CCNC(=O)[C@@H]2[C@@H](CO)[C@@H]3Cn4c(cccc4=O)[C@H]2N3C(=O)Nc2ccccc2)c1	-6
CC(C)c1ccc(CN2C(=O)C(n3ccc4ccccc43)c3ccccc32)cc1 (centres undefined)	-12
Cc1ccccc1NC(=O)N[C@H]1CC[C@@]23CCCN2C(=O)CCC[C@H]3C1Cc1ccccc1 (some centres undefined)	10
O=S(=O)(O)CCCS(=O)(=O)O	-5
CCC(C)NC1(c2ccccc2)CCCCC1 (centres undefined)	?
Cc1ccc(CN2CC=CCS2(=O)=O)cc1	-13
N#Cc1cccc(NC(=O)N[C@H]2CC[C@@]34CCCN3C(=O)CCC[C@H]4C2Cc2ccccc2)c1 (some centres undefined)	1
O=C(Nc1ccc(F)cc1)N1CC(=O)N2[C@H](CO)[C@@H](c3ccc(Br)cc3)[C@H]2C1	-1
CCOC(=O)C1C(C(=O)OCC)C2C(=O)C3C(C(=O)OCC)C(C(=O)OCC)C3C(=O)C12 (centres undefined)	-30
C[C@@H]1CN([C@@H](C)CO)C(=O)CCCn2cc(nn2)CO[C@H]1CN(C)C(=O)c1ccc(N2CCN(C)CC2)cc1	-20
Cn1c(-c2cccc(F)c2)cc2cnc(Nc3cccnc3)cc21	7
CC(C)CC(NC(=O)OCc1ccccc1)C(=O)NCC(=O)NCC(=O)OCc1ccccc1 (centres undefined)	-32
CCC[C@H]1[C@@H](NS(=O)(=O)c2cn(C)cn2)CC[C@@]23CCCN2C(=O)CCC[C@@H]13	-23
CCOC(=O)C1=CCN(S(=O)(=O)c2ccc(Cl)cc2)C1c1cccc(Cl)c1 (centres undefined)	-31
CC(=O)NCCNC(=O)c1ccc(CSc2nc3ccccc3s2)cc1	113
CN1OC(C)(CC(=O)Nc2ccccc2F)N=C1c1cc(F)ccc1F (centres undefined)	?
C=CCN1C[C@H](COC(=O)c2cccc(C)c2)Oc2cccc(F)c2S1(=O)=O	2
C#CCNC(=O)C[C@H]1C[C@@]2(C(=O)OC)C(=C[C@H](C(C)(C)C)O[C@@H]2C)N(CCc2ccc(OC)c(OC)c2)C1=O	-30
O=c1c(Br)c(-c2ccccc2Br)[nH]c2ccccc12	?
O=C(NC1CCCCC1)C(=O)c1ccccc1F	40
CC(CC(c1ccccc1)c1ccccc1)NC(C)(C)C (centres undefined)	-20
CC1(C)OC(=O)C2=C(CC(CCc3ccccc3)OC2c2cccc(C(F)(F)F)c2)O1 (centres undefined)	23
COC(=O)[C@]1(C#N)CC(=O)N([C@H](c2ccccc2)[C@@H](O)c2ccccc2)[C@@H]1c1ccccc1	-18
COC(=O)c1ccc2nc(-c3ccc(OC)c(OC)c3)c(Cc3ccccc3C(F)(F)F)n2c1	-20

The last 5 compounds of the part before are carried over, then new ones follow.
SMILES	HCMV antiviral
O=C(NC1CCCCC1)C(=O)c1ccccc1F	40
CC(CC(c1ccccc1)c1ccccc1)NC(C)(C)C (centres undefined)	-20
CC1(C)OC(=O)C2=C(CC(CCc3ccccc3)OC2c2cccc(C(F)(F)F)c2)O1 (centres undefined)	23
COC(=O)[C@]1(C#N)CC(=O)N([C@H](c2ccccc2)[C@@H](O)c2ccccc2)[C@@H]1c1ccccc1	-18
COC(=O)c1ccc2nc(-c3ccc(OC)c(OC)c3)c(Cc3ccccc3C(F)(F)F)n2c1	-20
COc1cc(OC)c(NC(=O)NNC(=O)C(=O)NC2CC2)cc1Cl	0
C[C@H](c1ccccc1)N1C[C@@H](COCc2ccccc2)Oc2cccc(F)c2S1(=O)=O	-39
C[C@@H]1COc2cc(NCCO)ccc2S(=O)(=O)N1	-9
COc1ccc(CC(=O)N2CC3ON=C(c4c(F)cccc4Cl)C3C2)cc1 (centres undefined)	52
O=S1(=O)c2cc(Cl)ccc2N2CCC[C@@H]2CN1Cc1ccc(Cl)c(Cl)c1	2
COc1ccc2c(c1)C(C(Nc1ccccc1)c1ccc(Cl)cc1)C(=O)N2C (centres undefined)	18
NC(Cc1ccc(O)cc1)C(=O)NN=Cc1ccccc1O (centres undefined)	21
COc1ccc(S[C@]2(C(=O)NCC(F)(F)F)CC(=O)N[C@@H]2c2ccc(OC)cc2)cc1	1
CCCN1C(=O)CC[C@@H](S(=O)(=O)c2ccccc2)[C@@H]1c1ccccc1	-9
CC1=C(c2ccccc2)C(=O)C(C)(C)CC1=O	-27
Cc1cccc2nc(-c3ccccc3)c(-c3ccc(CN4CCC(n5cc(-c6ccccc6)[nH]c5=O)CC4)cc3)nc12	-13
COC(=O)[C@@H]1[C@@H](CO)[C@@H]2Cn3c(ccc(Br)c3=O)[C@@H]2N1CC1CCCC1	-11
NC(=O)CCN1CC(c2cc(Cl)c(N)c(Cl)c2)=CC1=O	-20
Nc1cc(=O)n(Cc2ccccc2)c(N)c1C(=O)NCc1ccccc1	-9
COc1ccc(Nc2nnc(-c3ccc4c(c3)OCO4)o2)cc1	121
CC(C)(C)S(=O)(=O)N1C[C@H]2CC(=O)C=C2[C@@H]1CCO	-15
COc1ccc(C(=O)c2ccc(C)cc2)c(O)c1	52
COc1ccc([C@H]2NC(=O)C[C@H]2C(=O)N2CCOCC2)cc1	-15
COc1cccc(-c2cc3c(Nc4ccc(OC)cc4C)nccc3n2C)c1	-2
O=C1Cc2cc(S(=O)(=O)N3CCN(c4ccc(O)cc4)CC3)ccc2N1	-13
COC(=O)c1cc2c(c3c4cc(F)ccc4n(C(=O)c4ccccc4)c13)C(=O)N(Cc1ccco1)C2	102
O=C(N[C@H]1CC[C@@]23CCCN2C(=O)CCC[C@H]3[C@H]1Cc1ccccc1)c1cccc(C(F)(F)F)c1	-1
COc1cc2c(cc1OC)C(c1ccc3c(c1)Cc1ccccc1-3)OC(=O)C2 (centres undefined)	5
COc1ccc2c(c1)[C@@H](NS(C)(=O)=O)[C@H](C)[C@@H](c1ccccc1)N2C(=O)Nc1ccc(C(F)(F)F)cc1	-25
CCC(CC)CN1CCC(CN2C(=S)NC[C@@H]2Cc2ccccc2)CC1	-4

Other compounds.
SMILES	HCMV antiviral
Cn1c(Cc2ccccc2)nc2cnc(Nc3cccc(C(F)(F)F)c3)cc21	14
C[C@@H]1CN([C@@H](C)CO)C(=O)CCCn2cc(nn2)CO[C@H]1CN(C)C(=O)C1CCCCC1	-31
CC(C)N1C(=O)CC[C@@H](S(=O)(=O)c2ccccc2)[C@@H]1/C=C/c1ccccc1	23
CC(C)C[C@@H]1COc2cc(NCCO)ccc2S(=O)(=O)N1	-7
Cc1nn(-c2ccccc2)nc1C(=O)Nc1ccccc1C(=O)NCC1CC1	1
S=C1NC2(CCCCCC2)NN1c1ccccc1	18
Oc1cccc(N2CCN(c3cccc(O)c3)CC2)c1	69
COC(=O)[C@@]1(C#N)CC(=O)N([C@@H](C)c2ccccc2)[C@H]1c1ccccc1	-35
C[C@H]1CN(S(=O)(=O)C(C)(C)C)[C@H](CCO)/C1=C\CCO	22
COc1cc(Nc2cc3c(cn2)cc(-c2cnn(C)c2)n3Cc2ccccc2)cc(OC)c1OC	-74*
COc1cc2c(cc1OC)[N+]([O-])=C(c1ccccc1)C2=O	-26
O=C(O)Cc1csc(-c2ccc(Cl)cc2)n1	2
COC(=O)C1=C(C)N(Cc2ccc(C(F)(F)F)cc2)C(=NCc2ccccc2)NC1c1cccc(C(F)(F)F)c1 (centres undefined)	-101*
CN(NC(=O)C(=O)NCc1ccco1)C(=O)NC1CCCCC1	-5
C=CCN1C[C@H](COC(=O)c2cccc(OC)c2)Oc2cccc(F)c2S1(=O)=O	-22
O=S(=O)(CS(=O)(=O)c1ccccc1Br)c1ccccc1Br	14
Cc1[nH]c(=O)[nH]c(=O)c1CCSSCCc1c(C)[nH]c(=O)[nH]c1=O	17
COC(=O)[C@]1(C#N)[C@@H](c2ccccc2)C(=O)N(Cc2ccc(Cl)cc2)[C@@H]1c1ccc(OC)cc1	-30
COC(=O)C1C(c2ccc(F)cc2)CC2CCC1N2C (centres undefined)	14
COc1ccc(-c2cc(-c3ccccc3)c(-c3ccccc3)nn2)cc1	-11
OCCN1CN(c2ccccc2)C(=S)N(c2ccccc2)C1	38
COc1ccccc1Nc1nc(NCCCCO)nc(N2CCCC2)n1	-24
CN(C)CCNC(=O)CC1(C)N=C(c2ccc(-c3ccccc3)cc2)N(C)O1 (centres undefined)	-10
CC1(C)c2[nH]c3ccccc3c2C[C@@H]2C(=O)N(Cc3ccccc3Cl)C(=O)N21	?
Cn1cc(CCCBr)c2ccccc21	10

The results go on.
SMILES	HCMV antiviral
COc1ccc(-c2noc3ccccc23)cc1	4
O=C(NCc1ccccc1)O[C@H]1CC[C@@]23CCCN2C(=O)CCC[C@H]3[C@H]1Cc1ccccc1	-11
COC(=O)[C@H]1[C@H](CO)[C@H]2Cn3c(cccc3=O)[C@H]2N1Cc1ccccc1F	4
CN1C(=O)C(C(Nc2ccccc2)c2ccc(F)cc2)c2ccccc21 (centres undefined)	7
COc1ccc2c(c1)C(n1c(C)ccc1C)C(=O)N2C (centres undefined)	-6
COc1cc(CNc2cccc3c2S(=O)(=O)N([C@H](C)c2ccccc2)C[C@@H](COCc2ccccc2)O3)cc(OC)c1OC	-7
CCOC(=O)C1CSCCS(=O)(=O)N1Cc1ccc(Br)cc1 (centres undefined)	-16
Cc1ccccc1C1=NOC2CN(C(=O)/C=C/c3ccccc3)CC12 (centres undefined)	-11
CSC1=Nc2ccccc2N=C(N2CCCC2)C1	-24
CC(=O)Nc1ccc(NC(=O)c2cnc(N3CCN(Cc4cccc(C(F)(F)F)c4)C3=O)o2)cc1	-9
COc1cccc(C(=O)NCC2CCN(C(=O)C(=O)c3cc4ccccc4o3)CC2)c1	41
Cc1cccc(C)c1[N+](=O)[O-]	8
O=C1Cc2cc(S(=O)(=O)N3CCN(c4ccc(C(=O)O)cc4)CC3)ccc2N1	-10
O=C(O)CCCCN1C(=O)C=CC1=O	16
COc1ccccc1NC(=O)N[C@H]1CC[C@@]23CCCN2C(=O)CCC[C@H]3C1Cc1ccccc1 (some centres undefined)	-14
Cc1cc(NN=Cc2ccccn2)nc2c(C)cccc12	-16
CCC[C@H]1[C@@H](NS(=O)(=O)c2ccccc2C)CC[C@@]23CCCN2C(=O)CCC[C@@H]13	-26
Fc1cccc(Nc2cc3c(cn2)ncn3CC2CC2)c1	-4
COc1cccc(-c2cc3c(Nc4cc(OC)c(OC)c(OC)c4)nccc3[nH]2)c1	-34
O=C(c1ccccc1C(F)(F)F)N1CC2ON=C(c3c(F)cccc3Cl)C2C1 (centres undefined)	-1
O=S1(=O)c2ccc(Br)cc2OC[C@H](c2ccccc2)N1Cc1ccccc1	-3
CN1OC(C)(CC(=O)Nc2ccccc2)N=C1c1ccc(Br)cc1 (centres undefined)	-12
COc1ccc(CN2C(=O)C(n3cccc3)c3ccccc32)cc1 (centres undefined)	3
Cc1c2cnn(CC(=O)N3CCOCC3)c(=O)c2c(C)n1Cc1ccc(F)cc1	-5
C[C@@H]1CCCCO[C@@H](CN(C)C(=O)CCC(F)(F)F)[C@@H](C)CN([C@H](C)CO)C(=O)c2cc(NS(=O)(=O)c3cccs3)ccc2O1	7

(continued)
SMILES	HCMV antiviral
COc1cccc(NC(=O)N(C)C[C@H]2OCc3ccccc3-c3c(n(C)c4ccccc34)C(=O)N([C@H](C)CO)C[C@H]2C)c1	-22
O=C(Nc1ccc(F)cc1)c1csc(C(O)Cc2ccccc2)n1 (centres undefined)	50
COc1ccc2c(c1)C(n1ccc3ccccc31)C(=O)N2Cc1ccc(C(C)C)cc1 (centres undefined)	18
CCC[C@H]1[C@@H](NC(=O)NCCCC(=O)OCC)CC[C@@]23CCCN2C(=O)CCC[C@@H]13	4
CSc1ccc(SC2CN(Cc3ccc(C)cc3)S(=O)(=O)C2)cc1 (centres undefined)	-12
CCOC(=O)[C@@H]1CSCCS(=O)(=O)N1Cc1ccc(C(F)(F)F)cc1	-30
COc1ccccc1CNS(=O)(=O)c1ccc(F)cc1Br	31
COC(=O)C(c1ccccc1)(c1cn(C)c2cc(Br)ccc12)C(Nc1ccccc1)c1ccccc1 (centres undefined)	-7
CCC[C@H](/C=C/C(=O)OCC)NC(=O)C(F)(F)F	-8
CC(=O)Oc1cc(C)c(Cl)c2c(OC(C)=O)cc(C(C)=O)c(O)c12	?
Cc1ccccc1Br	?
CCC[C@H]1[C@@H](NC(=O)Nc2cccc(C(F)(F)F)c2)CC[C@@]23CCCN2C(=O)CCC[C@@H]13	-6

Some of these compounds in order of SMILES length, lowest first:
SMILES	HCMV antiviral
CCOC(=O)[C@@H]1CSCCS(=O)(=O)N1Cc1ccc(C(F)(F)F)cc1	-30
COC(=O)C(c1ccccc1)(c1cn(C)c2cc(Br)ccc12)C(Nc1ccccc1)c1ccccc1 (centres undefined)	-7
CCC[C@H]1[C@@H](NC(=O)Nc2cccc(C(F)(F)F)c2)CC[C@@]23CCCN2C(=O)CCC[C@@H]13	-6

A few values from the entries so far.
Entry of O=C(Nc1ccc(F)cc1)c1csc(C(O)Cc2ccccc2)n1 (centres undefined) under HCMV antiviral: 50
Entry of COc1ccc2c(c1)C(n1ccc3ccccc31)C(=O)N2Cc1ccc(C(C)C)cc1 (centres undefined) under HCMV antiviral: 18
Entry of COc1cccc(NC(=O)N(C)C[C@H]2OCc3ccccc3-c3c(n(C)c4ccccc34)C(=O)N([C@H](C)CO)C[C@H]2C)c1 under HCMV antiviral: -22
Entry of CCC[C@H](/C=C/C(=O)OCC)NC(=O)C(F)(F)F under HCMV antiviral: -8

From PubChem BioAssay

These rows are one share of the data (hit frequency here may not be typical).
